Source: PubChem BioAssay
Apoferritin bind – binds horse apoferritin like a general anesthetic; Potency, µM (highest dose often 77.5 µM), inactives show top-dose activity change, negative = displacement, most hits filed as inhibitors; hit rate 0.074% among 350,000; apoferritin/1-aminoanthracene competitive binding, fluorescence; P02791; note: potency is the fitted concentration of half-maximal effect; % is set by controls: 0 for no effect and ±100 for the full control effect; nearly all actives have a fitted effect of over 20% in size
Target sequence (P02791 2-175 limits assumed): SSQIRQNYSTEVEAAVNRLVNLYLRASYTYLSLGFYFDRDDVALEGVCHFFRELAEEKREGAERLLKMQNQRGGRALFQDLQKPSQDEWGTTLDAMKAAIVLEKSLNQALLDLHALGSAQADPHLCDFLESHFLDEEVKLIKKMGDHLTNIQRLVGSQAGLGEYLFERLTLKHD
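In PBS, apoferritin at 10 uM is loaded with 1-AMA from a 50% saturated solution. After 10 min of compound exposure at ambient temperature, reduced 535 nm fluorescence indicates probe displacement.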
TRHR agonist – TRH receptor (human) agonism; P34981; TRHR cells, calcium flux fluo-8, FDSS agonist mode; activation, % at 2 µM; hit rate 0.18% among 360,000; in the data active = activation above about 30%; note: 0% is about no effect
Target sequence (P34981 whole entry, looked up): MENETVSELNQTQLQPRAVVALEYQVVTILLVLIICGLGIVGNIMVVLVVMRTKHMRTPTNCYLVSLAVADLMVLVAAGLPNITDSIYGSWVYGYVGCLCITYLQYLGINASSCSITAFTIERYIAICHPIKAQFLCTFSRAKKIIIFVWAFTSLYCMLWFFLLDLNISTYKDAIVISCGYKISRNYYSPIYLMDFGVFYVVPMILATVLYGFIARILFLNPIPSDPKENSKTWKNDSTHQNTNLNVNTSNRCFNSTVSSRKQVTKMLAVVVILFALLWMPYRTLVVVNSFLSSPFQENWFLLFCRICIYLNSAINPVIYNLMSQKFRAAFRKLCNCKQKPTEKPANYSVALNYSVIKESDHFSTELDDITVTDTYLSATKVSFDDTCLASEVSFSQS
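In this calcium-flux screen, cells bearing human TRHR are dye-loaded with fluo-8, baselined for 10 cycles, then exposed to library compounds; positive kinetic calcium responses during the agonist phase mark hits, with TRH as control.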
BLM inh – Bloom syndrome helicase (human) inhibition. recombinant BLM DNA unwinding, fluorescence dequenching. Potency, µM (top dose mostly 56.1 µM), without a hit: at the highest dose activity change, negative = inhibition, hits mostly inhibitors. hit rate 0.2% among 350,000. AID 2528;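 note: potency is the fitted concentration of half-maximal effect; plate controls were vehicle for no effect and no enzyme for full effect; nearly all actives have a fitted effect of over 35% in size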
Pol beta inh – inhibitors of human DNA polymerase beta; Potency, µM (doses to about 114 µM), without a hit: at the top dose activity change, negative = inhibition, most hits filed as inhibitors; hit rate 1.3% among 340,000; AID 485314; Pol beta primer extension/strand displacement, fluorescence kinetic; note: potency is the fitted concentration of half-maximal effect; % is set by controls: 0 for no effect and ±100 for the full control effect
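Pol beta (10 nM) and compounds were preincubated 15 min at room temperature, then 50 nM substrate (final) started primer extension/strand displacement. Reads were taken at 0 and 10 min; concentration-response data were fitted to a four-parameter Hill equation.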
Pol kappa inh – blocks human DNA polymerase kappa activity. Q9UBT6. purified Pol kappa, fluorescent DNA synthesis assay, 10 min. Potency, µM (series often up to 107 µM), for the others: top-dose activity, negative = inhibition, actives largely listed as inhibitors. hit rate 0.53% among 400,000. AID 588579; note: potency is the fitted concentration of half-maximal effect; % is set by controls: 0 for no effect and ±100 for the full control effect
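Pol kappa 10 nM + cpd, 15 min RT; start w/ substrate 50 nM final; fluorescence kinetic read, 0 and 10 min. Neg ctrl: buffer, no enzyme.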
APEX1 inh – blocks human APE1 abasic DNA cleavage; Potency, µM (series often up to 65.8 µM), inactives show top-dose activity change, negative = inhibition, usual class: inhibitors; recombinant APE1, TAMRA/BHQ-2 abasic DNA cleavage fluorescence; P27695; AID 2517; hit rate 0.35% among 350,000;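 note: potency is the fitted concentration of half-maximal effect; plate controls were vehicle for no effect and reference inhibitor for full effect; nearly all actives have a fitted effect of over 55% in size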
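Measures dequenching upon AP-site incision of a 5'-TAMRA/3'-BHQ-2 THF-containing duplex, 50 nM; human APE1 0.75 nM after 15 min room-temperature exposure to compound; kinetic three-point read at one-minute spacing.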
ALOX12 inh – inhibitors of human 12S-lipoxygenase ALOX12; AID 1671190; purified 12hLO, xylenol orange hydroperoxide absorbance; Potency, µM (doses to about 108 µM), for inactives: at the top dose activity change, negative = inhibition, most hits filed as inhibitors; hit rate 1.1% among 580,000; note: potency is the fitted concentration of half-maximal effect; % is set by controls: 0 for no effect and ±100 for the full control effect
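Hydroperoxide product was detected by ferrous iron/xylenol orange as the 573 to 405 nm absorbance ratio. Arachidonic acid at 40 uM (final) was turned over for 30 min at room temperature by 150 nM human 12hLO, pH 7.0 Hepes buffer, after 15 min compound preincubation.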
ERG Ets-DNA blk – ERG Ets/DNA interaction inhibition; P11308; fluorescence polarization, His-ERG Ets domain / labelled DNA; hit rate 0.028% among 370,000; AID 624246; Potency, µM (doses to about 76.9 µM), inactives show top-dose FP activity, negative = inhibition, most hits filed as inhibitors; active = well fitted inhibition curve with a large enough effect in the polarisation, with a control signal flat; inconclusive = small, poorly fitted or top-dose-only effect, or effect the other way, or a change in a side signal; inactive = no such curve, though single readings can be large or run the other way; the % refers to the polarisation;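 note: polarization taken with two DNA probes labelled with fluorescein and Texas red; potency is the fitted concentration of half-maximal effect; % of control where 0% means no effect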
Target sequence (P11308 whole entry, looked up, the tested form may be a part): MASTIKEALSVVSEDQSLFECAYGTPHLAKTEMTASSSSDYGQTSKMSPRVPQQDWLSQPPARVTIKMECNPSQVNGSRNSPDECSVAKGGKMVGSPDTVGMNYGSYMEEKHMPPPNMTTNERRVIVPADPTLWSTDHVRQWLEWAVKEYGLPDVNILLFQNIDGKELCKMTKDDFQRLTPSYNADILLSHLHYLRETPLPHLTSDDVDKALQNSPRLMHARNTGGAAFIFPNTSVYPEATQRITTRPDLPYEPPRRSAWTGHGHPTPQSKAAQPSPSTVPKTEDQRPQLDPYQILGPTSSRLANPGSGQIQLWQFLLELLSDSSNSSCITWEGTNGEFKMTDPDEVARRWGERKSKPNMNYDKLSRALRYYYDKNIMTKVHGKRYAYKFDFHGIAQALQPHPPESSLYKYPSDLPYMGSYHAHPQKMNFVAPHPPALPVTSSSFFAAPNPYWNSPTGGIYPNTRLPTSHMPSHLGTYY
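His-tagged ERG Ets domain (1 uM in the protein solution; 300mM KCl, 50mM Tris-HCl, 1mM EDTA, 1mM DTT, pH 7.5) received compound, then a probe mix of 5 nM fluorescein-DNA and 100nM Texas-615-DNA. Fluorescence polarization was read for both dyes.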
POLI inh – DNA polymerase iota (human) inhibition | Q9UNA4 | Pol iota fluorescent replication assay, 10 min | Potency, µM (highest dose often 115 µM), for the others: at the highest dose activity, negative = inhibition, most hits filed as inhibitors | hit rate 1% among 390,000; note: potency is the fitted concentration of half-maximal effect
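Pol iota at 10 nM preincubated 15 min with compounds at room temperature; reaction started with fluorescent substrate, 50 nM final. Fluorescence read kinetically at 0 and 10 min; buffer-only wells as negative control.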
* = called active by the depositor; u = inconclusive; x = no result given; & = joins results of further samples; [ ] = another dose, or the depositor's remark. Unless noted, calls come from the whole dose curve; as a rule, active = well fitted curve in the direction sought with a large enough effect; inconclusive = small, poorly fitted or top-dose-only effect, or another doubt; inactive = no such curve, though single readings can be large; an effect the other way counts as inactive or inconclusive. A portion of the library; count on the stated rates, not on these rows.

Apoferritin bind | TRHR agonist | BLM inh | Pol beta inh | Pol kappa inh | APEX1 inh | ALOX12 inh | ERG Ets-DNA blk | POLI inh | structure
-6% | 0.0 | -11% | -4% | -2% | 2% | -7% | 9% | 9% | O=C(Nc1ccc2[nH]ncc2c1)c1ccccc1Cl
9% | 4.4 | -1% | -1% | -9% | 3% | -4% | -4% | 160%[activator] | CCN(CC)c1nc(C)nc2c1sc(=S)n2C
-14% | 0.3 | 0% | -4% | -4%[60.1 µM] | x | -16% | -2% | -20% | Cc1nc2ccccc2c(=O)n1-c1ccc(NC(=O)c2ccc([N+](=O)[O-])cc2)cc1
3% | -0.1 | -1% | -29% | -4%[60.1 µM] | x | 0% | -1% | 6% | CCOc1ccccc1NC(=O)C1CCN(S(=O)(=O)c2c(C)noc2/C=C/c2ccc(C)cc2)CC1
5% | -1.9 | -5% | 1% | 4% | 8% | -14% | 1% | 51%[activator] | CC(C)c1ccc(CNC(=O)C(=O)NCC2CCCO2)cc1 (stereo not drawn)
-13% | -1.1 | -11% | u | -6% | 9% | -25% | 0% | u | Cc1ccc(NC(=O)c2ccc(NCCCN3CCC(C)CC3)c([N+](=O)[O-])c2)cc1F
-8% | -0.3 | -5% | u | -25% | -4% | 0% | -1% | 55%[activator] | NC(=O)c1ccc(NC(=O)CSc2nnc(-c3ccncc3)n2Cc2ccco2)cc1
-14% | -0.4 | -2% | -14% | -8% | 9% | x | -5% | u | COc1ccccc1-n1c(=S)[nH]c2c(sc(=S)n2-c2ccc(C)cc2C)c1=O
u | -0.7 | 1% | 7% | 13% | x | -10% | 10% | -3% | CCc1ccccc1Nc1nc2ccccc2n2cnnc12
-7% | 9.9 | -1% | u | -23% | -3% | u | 71%[activator] | u | C=CCc1cc(/C=C2/NC(=S)NC2=O)cc(OC)c1O
-6% | -1.0 | 2% | 30% | -1% | 5% | -8% | 0% | 18% | O=C(CN1C(=O)c2ccccc2S1(=O)=O)Nc1ccccc1
x | -0.3 | x | x | -8% | 5% | 24% | -4% | 6% | O=C(CCNS(=O)(=O)c1ccc(OC(F)(F)F)cc1)NCCc1c[nH]c2ccccc12
-18% | 0.1 | -2% | 25% | x | -3% | x | x | x | O=Nc1ccc(NOC(=O)c2ccc(Br)cc2)cc1
-9% | -0.8 | -10% | u | -14% | 1% | -22% | 2% | u | Nc1ccc(N2CCCCC2)c(S(=O)(=O)Nc2ccc(Cl)cc2)c1
-5% | -0.3 | -7% | -12% | 1% | -3% | 0% | -1% | 15% | Cc1ccccc1OCCn1c(=O)sc2ccccc21
x | 2.1 | x | x | -18% | -10% | 9% | -4% | 13% | Cc1ccccc1NS(=O)(=O)c1ccc(C(=O)N2CC(C)OC(C)C2)cc1 (stereo not drawn)
-6% | -1.0 | -6% | -19% | -11% | 20% | u | -2% | 7% | COc1ccc(C2=NN(C(N)=S)C(c3ccccc3)C2)cc1 (stereo not drawn)
u | -0.4 | -8% | -11% | -3% | -5% | 2% | -4% | 2% | CCCCCc1ccc(-c2nnc(N)s2)cc1
-17% | 0.2 | -8% | 4% | -5% | 4% | u | 6% | 10% | CCc1ccc(S(=O)(=O)N/N=C\c2cn(CC(N)=O)c3ccccc23)cc1
x | -0.4 | x | x | -10% | 16% | -25% | 2% | 28% | Cc1ccc(C)c(S(=O)(=O)N2CCN(C(=O)Cc3ccc(S(=O)(=O)N4CCOCC4)s3)CC2)c1
-7% | 0.0 | 3% | 52% | 3% | -6% | 26%[57.4 µM] | -9% | -16% | COC(=O)c1c(NC(=O)c2ccccc2)sc2c1CC(C)(C)NC2(C)C
49%[activator] | -0.6 | 1% | 24% | -12%[60.1 µM] | x | -2% | -3% | 13% | O=C(Cn1c(=O)nc(-c2ccccc2)c2ccccc21)NCc1ccccc1Cl
-2% | 1.6 | -5% | 29% | u | x | -16% | 15% | u | Cc1ccc(Nc2cc(C)c(C#N)c3nc4ccccc4n23)c(C)c1
x | x | x | x | -4% | 47% | u | -3% | 51%[activator] | Cc1ccc(C(=O)COC(=O)c2nc(Cl)ccc2Cl)cc1
u | 0.5 | -2% | 1% | 3% | 7% | -19% | -12% | 138%[activator] | CCc1nn(CC(=O)Nc2ccc(Br)c(C)c2)c(=N)s1

Three compounds from above, showing only BLM inh, Apoferritin bind and ERG Ets-DNA blk:
canonical_smiles,BLM inh,Apoferritin bind,ERG Ets-DNA blk
O=C(Cn1c(=O)nc(-c2ccccc2)c2ccccc21)NCc1ccccc1Cl,1%,49%[activator],-3%
Cc1ccc(Nc2cc(C)c(C#N)c3nc4ccccc4n23)c(C)c1,-5%,-2%,15%
Cc1ccc(C(=O)COC(=O)c2nc(Cl)ccc2Cl)cc1,x,x,-3%

Taken from above.
Cc1ccc(NC(=O)c2ccc(NCCCN3CCC(C)CC3)c([N+](=O)[O-])c2)cc1F – BLM inh: -11%
Cc1ccc(C)c(S(=O)(=O)N2CCN(C(=O)Cc3ccc(S(=O)(=O)N4CCOCC4)s3)CC2)c1 – APEX1 inh: 16%
O=Nc1ccc(NOC(=O)c2ccc(Br)cc2)cc1 – Apoferritin bind: -18%

(more compounds)
Apoferritin bind | TRHR agonist | BLM inh | Pol beta inh | Pol kappa inh | APEX1 inh | ALOX12 inh | ERG Ets-DNA blk | POLI inh | structure
x | -0.6 | x | x | -3% | -10% | -12% | -3% | -13% | CCOc1ccc(NC(=O)CN(C)C(=O)c2cc(-c3cccs3)nn2-c2ccccc2)cc1OCC
-8% | 0.2 | -6% | 4% | 13% | 1% | 4% | -8% | u | Cc1nnc(SCc2ccc(CC(=O)O)cc2)o1
x | x | x | x | -11% | x | -23% | 7% | -15% | CCCCCCCCCCCCN1[C@@H](CC(=O)O)c2cc(F)ccc2S1(=O)=O
x | -0.3 | x | x | -1% | -10% | 2% | -8% | -3% | COc1cc(C)c(NC(=O)COc2ccc3c(c2)CCC3)cc1OC
2% | 0.3 | -4% | -16% | 7% | 5% | 0% | -9% | 8% | Cc1ccc(Cc2nnc3n(-c4ccccc4)nc(C(=O)c4ccccc4)n3c2=O)cc1
x | x | x | x | -3% | 50%[activator] | -9% | -7% | 83%[activator] | CN(CC(=O)NCCc1ccc(S(N)(=O)=O)cc1)CC(=O)Nc1ccccc1C(F)(F)F
-10% | 0.6 | -12% | u | -10% | x | -25% | -10% | -3% | O=S(=O)(c1ccc(F)cc1)N(CC(O)Cn1c2ccccc2c2ccccc21)c1ccccc1 (stereo not drawn)
0% | -0.8 | -9% | -11% | -4% | 53%[activator] | 0% | 1% | -13% | CC(=O)c1cn(CC(=O)Nc2ccccc2Cl)c2ccccc12
x | 0.1 | x | x | 10% | 2% | -6% | -5% | 20% | CCOC(=O)C1CCN(C(=O)c2ccc(OCC(=O)N3CCOCC3)c(OC)c2)CC1
u | -0.2 | 0% | u | -7% | -3% | -18% | 0% | 129%[activator] | O=C(NCc1ccccc1Cl)c1ccc[nH]1
u | 0.3 | -12% | 17% | -28% | -5% | -1% | -5% | 3% | CCOc1ccccc1/C=N/NC(=O)Cc1csc(Nc2cccc(C(F)(F)F)c2)n1
-2% | 0.1 | 1% | 21% | -6% | -1% | 25% | -7% | 26% | CCn1c(O)c(N=NC(=O)C(O)c2ccccc2)c2ccccc21 (stereo not drawn)
-2% | 0.1 | -4% | 44% | 0% | 1% | 0% | 2% | 5% | CC(=O)c1ccc(-n2c(CCC(=O)O)ccc2-c2ccccc2)cc1
-11% | -0.1 | -2% | 1% | -19% | 1% | -1% | 14% | 143%[activator] | C/C(N)=C(/C#N)C(=O)COC(=O)c1cc(-c2cccc3ccccc23)nc2ccccc12
-2%&-8% | 0.1&-0.2 | -4%&-4% | 2%&29% | 3%&10% | -4% | 2%&-12% | -4%&0% | 20%&20% | CCOC(=O)c1ccc(NC(=O)C(=O)NCc2ccco2)cc1
u | 0.5 | -6% | u | -17% | -4% | u | -3% | 8% | COc1ccc(-c2cc(-c3ccccc3O)[nH]n2)cc1OC
-9% | 0.3 | -3% | 27% | u | 0% | -8% | 4% | u | O=C1CCN(CCc2ccccc2)CCN1[C@H](CO)Cc1ccccc1
374%[activator] | -0.2 | -4% | 1% | 5% | x | 3% | 7% | -5% | COc1ccc(S(=O)(=O)N(CCc2ccccc2)CC(=O)Nc2cccc(OC)c2)cc1
-14% | 0.4 | -1% | -27% | -5% | -2% | 5% | x | 6% | O=C(O)CC(C(=O)Nc1ccc(Cl)c(Cl)c1)C1CCCO1 (stereo not drawn)
0% | 0.1 | -5% | -7% | -15% | 30% | -27%[176 µM] | -1% | -4% | O=C1NC2(CCN(Cc3ccccc3)CC2)Oc2ccccc21
-16% | -0.9 | -3% | 0% | 0% | x | u | -9% | u | Cc1ccc(C)c(Nc2nnc(-n3nc(C)cc3C)c3ccccc23)c1
-13% | -0.1 | -8% | 20% | -6% | 5% | u | -9% | 54%[activator] | CC(C)C(O)(C#CCN1CCCCCC1)c1ccccc1 (stereo not drawn)

Three entries already listed, ordered by the value under POLI inh, high to low:
Apoferritin bind | TRHR agonist | BLM inh | Pol beta inh | Pol kappa inh | APEX1 inh | ALOX12 inh | ERG Ets-DNA blk | POLI inh | structure
-10% | 0.6 | -12% | u | -10% | x | -25% | -10% | -3% | O=S(=O)(c1ccc(F)cc1)N(CC(O)Cn1c2ccccc2c2ccccc21)c1ccccc1 (stereo not drawn)
374%[activator] | -0.2 | -4% | 1% | 5% | x | 3% | 7% | -5% | COc1ccc(S(=O)(=O)N(CCc2ccccc2)CC(=O)Nc2cccc(OC)c2)cc1
x | x | x | x | -11% | x | -23% | 7% | -15% | CCCCCCCCCCCCN1[C@@H](CC(=O)O)c2cc(F)ccc2S1(=O)=O
